From PubChem BioAssay
HEK293 NFkB inh – lowers PMA/ionomycin-induced NF-kB signal in HEK293 cells. 0.21% of 62,000 active. inhibition, % at 3 µM. HEK-293 NF-kB luciferase reporter, luminescence;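 active = inhibition above the mean of all tested compounds plus 3 SD, cut at about 40% in these data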;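 also: 0% = stimulated DMSO wells and 100% = 10 µM reference inhibitor 5653914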
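Reagent: PMA plus ionomycin mix as NF-kB-activating stimulus. Assay system: NF-kB luciferase reporter HEK-293 cells. Technique: luminescence from luciferase substrate reagent. Incubation: 1 h compound pre-incubation, 16 h PMA/ionomycin at 37 °C. Benchmarks: DMSO only as uninhibited control, 10 µM reference inhibitor as full inhibition. Repeats: tested once.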
Jurkat tox 60K – cytotoxic compounds reducing Jurkat cell viability; inhibition, % at 4 µM; 1.2% of 56,000 active; Jurkat E6.1 viability, ATP luminescence, 48 h; AID 463;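 active = inhibition above the mean inhibition of all tested compounds plus 3 SD, cut at about 28% in these data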
TNAP act mid DEA – human TNAP activation, intermediate phosphate acceptor. AID 813. purified TNAP, CDP-star luminescence, 100 mM DEA, 30 min; active compounds read high; scale: 0 levamisole-inhibited, 1 vehicle-only enzyme. 64,000 tested, under 10 active. P05186. activation factor at 20 µM;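 active = activation factor of at least 2 at 20 µM, relative to controls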
M1 ag – agonists of M1 muscarinic receptor; CHO-M1 cells, Fluo-4 calcium fluorescence, agonist mode; active compounds read high; AID 626; B-score at 10 µM; 3% of 64,000 active;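 active = fluorescence rise, raw or as B-score row- and column-corrected plate score, outside the 99.7% band of its plate's samples, either direction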
D1 mod – allosteric modulators of human D1 dopamine receptor; P21728; B-score at 10 µM; HEK293 D1, CRE-luciferase, dopamine EC30 potentiation; actives deviate in either direction; AID 641; 5.9% of 58,000 active;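 active = luminescence count or its row- and column-corrected plate score outside the 99.7% band of the plate's sample wells, on either side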
NADH enzymes – blocks coupling enzymes of NAD/NADH assays; coupled PK/LDH NADH assays, four targets; 0.02% of 65,000 active; IC50, µM (doses to about 10 µM), for inactives: top-dose inhibition; AID 774;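 active = single-dose screening hits from any of four coupled enzyme assays that gave an IC50 when retested across doses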;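 also: the DPM-DC format reads NADH fluorescence rather than 340 nm absorbance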
M1 antagonist – M1 muscarinic receptor (rat) antagonism; CHO-M1 cells, Fluo-4 calcium, ACh EC80 antagonist mode; active compounds read low; B-score at 10 µM; P08482; 3.4% of 64,000 active;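 active = calcium fluorescence response, raw or row-and-column corrected B-score, differing from the plate sample mean either way at a set confidence level, mostly lower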
Target sequence (P08482 whole entry, looked up): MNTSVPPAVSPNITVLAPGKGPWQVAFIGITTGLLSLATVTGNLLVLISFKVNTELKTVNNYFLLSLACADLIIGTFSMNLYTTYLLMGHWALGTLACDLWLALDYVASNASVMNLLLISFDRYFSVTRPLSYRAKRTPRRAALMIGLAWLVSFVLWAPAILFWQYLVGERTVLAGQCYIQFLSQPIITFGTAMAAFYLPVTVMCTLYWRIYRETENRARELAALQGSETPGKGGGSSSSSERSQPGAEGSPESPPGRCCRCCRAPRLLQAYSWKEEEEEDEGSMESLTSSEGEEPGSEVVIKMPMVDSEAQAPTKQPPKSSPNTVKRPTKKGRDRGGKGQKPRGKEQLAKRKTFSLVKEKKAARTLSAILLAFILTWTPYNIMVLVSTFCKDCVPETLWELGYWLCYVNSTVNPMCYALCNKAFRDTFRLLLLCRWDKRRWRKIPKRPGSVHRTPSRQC
tolC growth inh – growth inhibitors of E. coli BW25113 tolC mutant; OD615; 2.2% of 65,000 active; growth inhibition, % at 10 µM (by protocol);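 active = growth inhibition at or above a cutoff equal to the mean over every tested compound plus 3 SD, cut at about 60% in these data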;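 also: growth measured after 20 h incubation at 37 °C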
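Signal: optical density read at 615 nm; Assay system: E. coli ΔtolC::kan strain BW25113; Times: 20 h incubation with compound, 37 °C; Dosing: 10 µM final, single dose.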
SF-1 act – activates the human nuclear receptor SF-1; Q13285; activation, % at 10 µM; 1.9% of 65,000 active; CHO-K1 Gal4-SF-1 LBD luciferase reporter; % increase over DMSO SF-1-specific signal; AID 522;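 active = activation above the mean activation of all tested compounds plus 3 SD, cut at about 50% in these data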
Target sequence (Q13285 whole entry, looked up, the tested form may be a part): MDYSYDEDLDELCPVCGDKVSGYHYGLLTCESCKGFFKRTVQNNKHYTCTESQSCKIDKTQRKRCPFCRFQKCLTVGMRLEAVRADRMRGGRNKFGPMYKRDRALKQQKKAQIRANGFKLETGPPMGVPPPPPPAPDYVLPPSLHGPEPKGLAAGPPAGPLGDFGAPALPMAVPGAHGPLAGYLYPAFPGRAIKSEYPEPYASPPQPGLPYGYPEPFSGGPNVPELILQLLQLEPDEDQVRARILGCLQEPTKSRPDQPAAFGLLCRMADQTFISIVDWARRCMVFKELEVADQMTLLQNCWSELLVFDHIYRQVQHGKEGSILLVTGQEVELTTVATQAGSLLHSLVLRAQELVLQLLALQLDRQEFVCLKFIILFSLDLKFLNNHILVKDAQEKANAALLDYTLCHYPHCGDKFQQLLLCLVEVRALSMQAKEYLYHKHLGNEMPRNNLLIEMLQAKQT
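Test system: transient Gal4-SF-1 LBD reporter, CHO-K1; Amount: 4,000 CHO-K1 cells per well; Doses: 10 µM only; Timing: compound exposure 20 h at 37 °C; Signal: luciferase light emission; Read-out basis: percent activation relative to DMSO median and mock-transfected background; Control set: DMSO negative control and −SF1 background wells; Replicates: one test per compound.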
* = called active by the depositor; / = not tested or not shown; [ ] = remark or other dose.

1. O=C(NCC1CCCO1)[C@@H]1CSC2c3ccccc3C(=O)N21 (some centres not stated)
2. O=c1c2ccccc2nnn1CSc1ncnc2ccccc12
3. COc1ccc(OC(C)C(=O)NCc2cccnc2)cc1 (configuration not stated)
4. O=C(Nc1nn(Cc2ccccc2F)cc1Br)c1cccs1
5. Cc1cc(SCC(=O)c2ccccc2)nc(C)n1
6. Cc1cccc(NC2=NC(C)(C)N=C(N)N2)c1C
7. COc1cccc2cc(C(=O)N3CCN(C(=O)c4ccco4)CC3)c(=O)oc12
8. COC(=O)CSc1nc2cc(C)ccc2cc1C#N
compound no.,1,2,3,4,5,6,7,8
M1 ag,-1.29,0.00496,-0.834,-0.416,-0.178,0.219,-0.286,0.518
M1 antagonist,-0.0207,0.0119,-0.0621,0.502,1.08,0.0522,-0.466,-0.489
NADH enzymes,6.0%,4.0%,4.0%,5.0%,4.0%,2.0%,5.0%,4.0%
D1 mod,0.0415,0.278,0.296,0.0653,-0.424,-0.883,0.958,0.622
Jurkat tox 60K,-2.3,2.9,7.5,-1.3,5.8,-2.3,-6.5,-4.7
SF-1 act,-0.7,-20.8,11.0,1.8,48.8,12.7,11.1,100.0*
HEK293 NFkB inh,11.5,10.9,2.8,12.9,-6.7,1.6,10.3,-41.0
tolC growth inh,-16.6,-10.0,-4.2,8.0,-9.3,-6.5,-4.0,16.4
TNAP act mid DEA,1,0.9,1,1,0.9,0.8,1,0.9

9. CCC1CCCCN1CCCNC(=O)COc1cc(=O)n(C)c2ccccc12 (configuration not stated)
10. COc1ccc(COC(=O)C2=C(C)NC(=O)NC2c2ccc(O)c(OC)c2)cc1 (configuration not stated)
11. CCc1nnc(NC(=O)CCC(=O)N2CCN(Cc3cc(Cl)ccc3OC)CC2)s1
12. COc1ccc(-c2nc(CSCC(=O)NCC3CCCO3)c(C)o2)cc1OC (configuration not stated)
13. CC(=O)CCc1c(C)c2cccc(C)c2[nH]c1=O
14. O=C(CSc1nnnn1C1CCCCC1)N1CCc2ccccc21
15. O=S(=O)(NCc1ccc2c(c1)OCO2)c1cnc[nH]1
16. Cc1ccc(C(=O)Nc2nc3ccccc3c(=O)s2)cc1
compound no.,9,10,11,12,13,14,15,16
M1 ag,-0.55,0.427,-0.342,0.805,-0.81,-0.0153,-0.648,-1.9
M1 antagonist,0.193,-1.05,-0.936,0.656,-0.624,0.185,-0.428,-0.0882
NADH enzymes,4.0%,3.0%,3.0%,6.0%,7.0%,3.0%,3.0%,8.0%
D1 mod,1.54,-0.0271,-0.427,1.75,-0.123,-0.139,0.0169,-1.55
Jurkat tox 60K,0.6,3.5,4.1,-3.8,-4.0,3.4,1.8,-3.5
SF-1 act,-6.1,-8.2,3.1,1.8,-2.4,14.5,-0.5,23.4
HEK293 NFkB inh,13.8,15.1,13.4,-6.9,0.3,1.0,13.2,-10.5
tolC growth inh,0.3,14.6,-11.0,-6.6,6.8,13.9,-7.3,-6.9
TNAP act mid DEA,1,0.9,0.9,0.9,1,0.8,0.8,1

17. CCOc1cc(C2C(C(=O)c3ccc(C)o3)=C(O)C(=O)N2CCc2ccccc2)ccc1O (configuration not stated)
18. O=C(c1cnn2ccccc12)N1CCCc2ccccc21
19. O=C(NCCc1ccccc1)c1ccccc1NS(=O)(=O)N1CCCC1
20. O=C(CN1C2=NCCN2c2ccccc21)c1ccc(Br)cc1
21. CCOc1ccc(OCC)c(NC(=O)CN2CCN(C(=O)c3ccco3)CC2)c1
22. COc1ccc(Nc2ncc3c(n2)CC(c2ccc(OC)cc2)CC3=O)cc1 (configuration not stated)
23. CCN(CC)CCc1c(C)[nH]c(C(=O)OCc2ccccc2)c1C
24. CCOC(=O)c1sc(-n2[nH]c(C)cc2=O)nc1C
compound no.,17,18,19,20,21,22,23,24
M1 ag,0.294,-1.3,-0.175,-0.326,-0.166,0.319,/,-0.204
M1 antagonist,-0.217,0.326,0.103,-1.37,-0.00425,-0.18,/,0.107
NADH enzymes,10.0%,9.0%,6.0%[fluoresces],4.0%,2.0%,5.0%,3.0%,0.0%
D1 mod,-0.0871,0.899,-1.63,0.384,26.1*,7.52*,-1.96,-0.16
Jurkat tox 60K,/,-0.1,-9.0,10.7,3.8,-5.5,/,/
SF-1 act,-12.4,14.9,49.4,-16.2,-9.8,-9.8,-10.7,-2.2
HEK293 NFkB inh,19.9,15.7,3.0,-4.7,-9.8,-1.8,11.2,/
tolC growth inh,3.3,3.1,24.4,16.4,-0.5,-9.3,-9.4,3.0
TNAP act mid DEA,1,0.9,0.9,1,0.9,0.9,1,1

25. CCC(=O)Nc1cccc(NC(=O)c2ccc3c(c2)OCO3)c1
26. CN(C)S(=O)(=O)NCc1ccc2c(c1)OCO2
27. Cc1ccc(CNc2oc(-c3cccs3)nc2C#N)cc1
28. COCCCNC(=O)CSc1nc2ccc(N3CCOCC3)cc2c(=O)n1CCc1ccccc1
29. N#Cc1c2c(c(=S)n(-c3ccccc3)c1N)CCCC2
30. CC1(C)CC(=O)C2=C(C1)NC(=O)CC2c1ccccc1F (configuration not stated)
31. CC12CCC(C(=O)N3CCN(c4ncccn4)CC3)(c3nc4ccccc4nc31)C2(C)C (configuration not stated)
32. NC(=O)C1C(c2ccccc2)=C1c1ccccc1
compound no.,25,26,27,28,29,30,31,32
M1 ag,0.852,0.0249,-0.0654,0.127,5.53,0.756,0.772,-0.668
M1 antagonist,-1.02,0.0486,1.57,0.25,-0.44,-1.26,0.113,-0.237
NADH enzymes,5.0%,7.0%,5.0%[fluoresces],3.0%[fluoresces],0.0%,4.0%,5.0%,0.0%
D1 mod,-0.716,0.312,18.3*,-1.26,0.867,-0.0422,0.591,-0.0978
Jurkat tox 60K,-1.7,1.4,-3.8,/,2.3,10.3,-0.1,4.9
SF-1 act,19.0,3.1,5.0,27.7,-3.0,-1.2,-1.6,9.5
HEK293 NFkB inh,2.7,19.2,-7.2,0.6,6.9,10.7,23.4,7.2
tolC growth inh,-0.7,-10.0,40.9,-3.1,0.9,-26.6,17.1,-4.5
TNAP act mid DEA,1,1,0.8,0.8,1,1,0.9,0.9

33. O=C(Cn1cnc2c(oc3ccccc32)c1=O)N1CCN(c2ccccc2)CC1
34. COc1ccccc1-c1cc(C(=O)NC(C)c2ccccc2)no1 (configuration not stated)
35. CCC1SC2=NC(C)=C(C(=O)OCCOC)C(c3ccc(C(=O)OC)cc3)N2C1=O (configuration not stated)
36. CC(C)(C)NC(=O)Nc1ccc2nccnc2c1
37. O=S(=O)(Cc1ccccc1)NCc1cccnc1
38. COCCNc1nc(SCC(=O)N2CCN(c3ccccc3OC)CC2)nc2ccccc12
39. COc1ccc(S(=O)(=O)NCCC(=O)NCc2ccccc2)cc1
40. COc1ccc(S(=O)(=O)NCCCN2CCOCC2)c2ccccc12
compound no.,33,34,35,36,37,38,39,40
M1 ag,2.27,-0.775,-0.213,-0.148,-0.878,6.21,-0.339,0.0899
M1 antagonist,0.387,0.289,-0.131,0.582,0.208,-3.43*,0.325,0.624
NADH enzymes,1.0%,3.0%,3.0%,8.0%[fluoresces],2.0%,2.0%,2.0%,3.0%
D1 mod,1.19,-1.8,0.158,0.626,-0.0696,0.2,-0.149,-0.428
Jurkat tox 60K,/,0.1,/,-3.4,-0.7,/,4.6,2.8
SF-1 act,2.5,-9.9,-6.9,48.9,-3.0,-4.1,0.8,1.1
HEK293 NFkB inh,-2.9,12.5,/,1.6,11.0,20.0,16.0,16.9
tolC growth inh,10.9,71.8*,14.6,-3.7,1.5,13.0,-2.6,4.7
TNAP act mid DEA,1,0.8,0.9,1,0.9,1,0.9,0.9

41. Cc1ccc(S(=O)(=O)N2CCN(C(=O)CCC(=O)NC3CCCc4ccccc43)CC2)cc1 (configuration not stated)
42. CCOC(=O)C1CCCN(c2cc(=O)n(Cc3ccc(F)cc3)c(=O)[nH]2)C1 (configuration not stated)
43. c1ccc(-n2cnnc2SCc2nc3ccccc3s2)cc1
44. OC1(c2cccc(C(F)(F)F)c2)CCN(c2ncnc3c2[nH]c2ccccc23)CC1
45. COc1ccccc1NC(=O)NCCN1C(=O)C2C3C=CC(C3)C2C1=O (configuration not stated)
46. Cc1ccc(CCNC(=O)CS(=O)Cc2nc(-c3cccc(C)c3)oc2C)cc1 (configuration not stated)
47. Cc1ccc(NS(=O)(=O)c2ccc(C)c(C(=O)N3CCN(C)CC3)c2)cc1
48. O=C(CN1CC(c2ccccc2)CC1=O)OCc1ccccc1F (configuration not stated)
compound no.,41,42,43,44,45,46,47,48
M1 ag,-0.907,2.99,-1.31,2.7,-0.545,0.115,-1.04,-0.346
M1 antagonist,-0.361,0.115,-0.279,-1.75,-0.267,0.468,0.216,0.213
NADH enzymes,13.0%,6.0%,12.0%,1.0%,2.0%,4.0%,4.0%,8.0%
D1 mod,-0.128,0.274,0.58,0.394,1.06,-0.29,-0.272,0.604
Jurkat tox 60K,5.4,-3.6,-3.1,/,-9.8,2.1,/,3.0
SF-1 act,0.2,1.1,58.0*,-22.3,-7.3,6.2,8.6,-9.3
HEK293 NFkB inh,10.2,7.4,-4.3,/,4.9,9.2,8.7,15.2
tolC growth inh,11.9,-1.4,5.0,0.4,-7.5,11.8,-15.5,15.2
TNAP act mid DEA,0.9,1,0.9,0.9,0.9,1,0.9,1

49. CCn1c(-c2c[nH]c3ccccc23)n[nH]c1=S
50. CCOC(=O)c1ccc(-c2nnc(-c3ccc(Cl)cc3Cl)o2)cc1
51. O=C(CCn1c(=O)oc2ccccc21)N1CCN(c2ccc(F)cc2)CC1
52. Cc1ccc2c(CC(=O)N3CCc4ccccc43)coc2c1
53. CN1C(=O)CC(N2CCC(C(N)=O)(N3CCCCC3)CC2)C1=O (configuration not stated)
54. CCCCCn1c(=O)[nH]c2cc(C(=O)O)ccc2c1=O
55. O=C(Nc1nncs1)Oc1ccccc1
compound no.,49,50,51,52,53,54,55
M1 ag,-0.0215,/,0.445,0.103,-0.742,-1.52,-0.154
M1 antagonist,-0.0814,/,0.165,0.221,0.887,0.448,0.112
NADH enzymes,9.0%,4.0%,3.0%,0.0%,3.0%[fluoresces],6.0%,0.0%
D1 mod,0.517,3.66,-0.0562,-0.313,0.155,-0.459,-0.463
Jurkat tox 60K,0.5,1.9,-4.3,-6.7,-0.4,/,2.5
SF-1 act,-0.3,45.8,-4.0,86.6*,-1.2,-10.2,-0.7
HEK293 NFkB inh,9.4,-31.6,22.5,-11.5,5.8,14.2,8.5
tolC growth inh,-1.8,-11.6,2.2,0.7,-22.3,5.4,-18.0
TNAP act mid DEA,0.7,1,1,0.9,0.9,0.9,0.9

Compounds listed so far with a furan ring, fused or not (5):
7. COc1cccc2cc(C(=O)N3CCN(C(=O)c4ccco4)CC3)c(=O)oc12
17. CCOc1cc(C2C(C(=O)c3ccc(C)o3)=C(O)C(=O)N2CCc2ccccc2)ccc1O (configuration not stated)
21. CCOc1ccc(OCC)c(NC(=O)CN2CCN(C(=O)c3ccco3)CC2)c1
33. O=C(Cn1cnc2c(oc3ccccc32)c1=O)N1CCN(c2ccccc2)CC1
52. Cc1ccc2c(CC(=O)N3CCc4ccccc43)coc2c1
compound no.,7,17,21,33,52
M1 ag,-0.286,0.294,-0.166,2.27,0.103
M1 antagonist,-0.466,-0.217,-0.00425,0.387,0.221
NADH enzymes,5.0%,10.0%,2.0%,1.0%,0.0%
D1 mod,0.958,-0.0871,26.1*,1.19,-0.313
Jurkat tox 60K,-6.5,/,3.8,/,-6.7
SF-1 act,11.1,-12.4,-9.8,2.5,86.6*
HEK293 NFkB inh,10.3,19.9,-9.8,-2.9,-11.5
tolC growth inh,-4.0,3.3,-0.5,10.9,0.7
TNAP act mid DEA,1,1,0.9,1,0.9
